Cav3 T inh: Cav3.2 calcium influx blockers – cell-based, Fluo-4 calcium fluorescence, FDSS, MLSMR library, primary screen. Voltage-dependent T-type calcium channel subunit alpha-1H (Homo sapiens), O95180. Cav3.2-expressing cells; hits give low values. B-score at 10 µM. hit rate 4% among 100,000. AID 449739, 2010;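 active = single-dose well whose peak fluorescence ratio is a statistical outlier from its plate by either plate-standardised score or position-corrected B-score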
Starred values were filed as active, the others as inactive. An excerpt, so the mix of outcomes need not match the whole.

SMILES	Cav3 T inh
O=C(Cc1cccs1)Nc1ccc2c(c1)C(=O)OC2	1.3
COc1cccc(C(CC(=O)NCC2CCCO2)NS(=O)(=O)c2ccc(C)cc2)c1OC (stereo not given)	0.52
CC1CCCC(C)N1CCNC(=O)Cn1nc(-c2ccccc2)ccc1=O (stereo not given)	-0.29
Cc1ccc(-c2cc(=O)c3cc(F)ccc3[nH]2)cc1	0.031
CCOC(=O)c1c(-c2ccccc2)c(C(C)=O)c(=O)n(C)c1C	0.33
CCn1nnnc1-c1ccc(OC)c(S(=O)(=O)N2CCCCC2)c1	0.64
COc1ccc(NS(=O)(=O)c2ccc3c(c2)oc(=O)n3C)c(OC)c1	-0.82
Cc1c(C(=O)NCc2ccco2)sc2nc(-c3ccccc3)cn12	0.52
Cc1cc(C(F)(F)F)n(-c2nc(C(=O)NNS(=O)(=O)c3ccccc3)cs2)n1	-0.3
CCc1ccc(OCC(=O)N(C)C2CCS(=O)(=O)C2)cc1 (stereo not given)	0.019
C=CCN1C(=O)C(C(C)CC)NC1=S (stereo not given)	0.62
Cc1ccc(-c2cc(C(=O)NCC3CCCO3)no2)cc1 (stereo not given)	0.4
O=C1c2ccccc2C(=O)N1Cc1nc2ccccc2c(=O)n1CCN1CCOCC1	0.56
COC(=O)C1=C(C)NC2=C(C(=O)CCC2)C1c1coc2ccccc2c1=O (stereo not given)	0.52
Cc1cc(C)nc(SC2=CS(=O)(=O)c3ccccc32)n1	0.26
Cc1cc(C(=O)O)c(C)n1-c1ccccc1	0.33
CCOc1cc(C(=S)N2CCOCC2)ccc1OS(=O)(=O)c1ccc(NC(C)=O)cc1	-0.026
O=C(CNC1CCCCC1)N1CCc2ccccc2C1	-0.3
CCN(CC)C(=O)CN(C#N)c1nc(OC)nc(N(C)C)n1	0.23
O=C(Nc1ccc2nc3n(c(=O)c2c1)CCCCC3)c1ccccc1Cl	0.98
COc1ccc(C(C)=O)cc1COC(=O)c1cc(C)oc1C	-1.4
COc1ccccc1N(CN1CCCC1=O)C(=O)COc1ccccc1	0.34
O=C(CSc1nc(-c2ccccc2)nc2c1CCCC2)N1CCOCC1	-0.1
CC(=O)n1cc([C@@H]2C=C(C(=O)N3CCN(Cc4ccc5c(c4)OCO5)CC3)O[C@H](OCCCCO)C2)c2ccccc21	0.95
Cc1ccc(CNc2nc3c([nH]2)c(=O)n(C)c(=O)n3C)cc1	1.5
O=C(Nc1ccc(N2CCCC2)c(Cl)c1)c1cccnc1	0.15
COc1ccc(OCCNC(=O)C(c2ccccc2)c2ccccc2)cc1	-1.6
COc1ccc(C)cc1-n1nnnc1SCC(=O)NC(=O)NCc1ccco1	-0.8
Cc1cccc(Oc2cnn(C(C)(C)C)c(=O)c2Cl)c1	-0.64
CCOC(=O)N1CCN(c2c(NCCCOC(C)C)c(=O)c2=O)CC1	-0.17
Cc1ccc(C)c(NC(=O)C2CC(O)CN2C(=O)OCc2ccccc2)c1 (stereo not given)	0.089
COc1cc(OC)nc(Oc2ccccc2C(=O)Oc2cccc(C)c2)n1	-1.8
O=C(CCCCCNc1nc(=S)[nH]c2ccccc12)N1CCN(c2ccccn2)CC1	0.75
N/C(=N\OC(=O)c1ccccc1Cl)c1ccccc1	0.41
CC(=O)C1=C(C)N(Cc2ccccc2)C(=O)N[C@H]1c1cccs1	-0.033
CN(C(=S)NC(=O)c1ccccc1Br)C1CCCCC1	1.2
COCCNC(=O)CN1CCN(C(c2ccccc2)c2ccccc2)CC1	0.39
COc1ccc(CNC(=O)CN(Cc2ccccc2)C(=O)c2csnn2)cc1	1.7
COc1cccc(C2=CC(c3ccc(C)cc3)n3ncnc3N2)c1 (stereo not given)	-2.9
CCCc1cn(S(=O)(=O)c2ccc(OC)cc2OC)nc1N	0.41
Cc1ccc(S(=O)(=O)Nc2cc(C)c(O)c(S(=O)(=O)c3ccc(C)cc3)c2)cc1	-3.7*
O=C(NCCc1nc(-c2ccccc2Cl)no1)c1ccccc1	0.0035
Cc1cccc(C)c1N(CC(O)Cn1c2ccccc2c2ccccc21)S(C)(=O)=O (stereo not given)	-2.9
CN(C)c1nc(N(C)C)nc(N(C#N)CCOc2ccccc2)n1	-3
CCCn1c(NC(=O)c2ccco2)nc2ccccc21	-0.71
Cn1c(CCNC(=O)c2ccccc2)nc2cc(NC(=O)C3CCCCC3)ccc21	1.7
CCn1cc(C(=O)OCc2cccc(Br)c2)c(=O)c2ccc(C)nc21	-2.8
O=S(=O)(NC1CC1)c1cccc(S(=O)(=O)N2CCCC2)c1	-0.72
COc1ccc(-n2c(C)c(C(C)=O)c(C(C)=O)c2C)cc1OC	0.42
COc1cccc(CNCC(=O)N2C(C)CCCC2C)c1 (stereo not given)	0.26
CNC(=O)c1[nH]cnc1C(=O)N[C@@H](CC(C)C)C(=O)OC(C)(C)C	0.37
CC(=O)Nc1cccc(NC(=O)CSc2nnc(Cc3cccn3C)n2CCc2ccccc2)c1	-0.97
Cn1nc(C(=O)NCC2CCCO2)c2ccccc2c1=O (stereo not given)	0.94
CC(C)(C)C1CCC(OC(=O)c2ccncc2)CC1 (stereo not given)	-0.66
O=c1[nH]c2ccccc2nc1C(Cl)c1ccccc1 (stereo not given)	0.39
O=C(CCl)Nc1ccccc1Sc1ccc(Cl)cc1	0.61
CN(C)S(=O)(=O)N(CC(=O)Nc1ccccc1C(F)(F)F)c1ccccc1	-0.69
O=C1c2ccsc2SCCN1Cc1c(Cl)cccc1Cl	-5.6*
COc1ccc(CNC(=O)[C@@H]2CC=C[C@@H]3CCN(Cc4ccc(Cl)c(Cl)c4)C(=O)[C@@H]32)cc1	-2.2
O=C(CSc1nnc(-c2cccnc2)n1-c1ccccc1)N1CCN(c2ccc(F)cc2)CC1	4*

Carrying on.
SMILES	Cav3 T inh
Cc1ccc(NC(=O)CCC(=O)OC(C(=O)c2ccc(C)c(C)c2)c2ccccc2)c(C)c1 (stereo not given)	-0.084
O=C(O)c1cc(C(F)(F)F)nc2ccccc12	0.21
CCOC(=O)N1CCN(C(=O)CN(c2cccc(C)c2)S(=O)(=O)c2ccccc2)CC1	-0.052
Cc1cccc(-c2nnc(SCc3ccccc3)o2)c1	-0.016
O=C(O)C1Cc2c([nH]c3ccccc23)C(c2ccc3c(c2)OCO3)N1 (stereo not given)	-0.04
CCOC(=O)CN1C(=O)C(Sc2n[nH]c(-c3ccc(O)cc3)n2)CCc2ccccc21 (stereo not given)	-6.5*
Cc1ccc(S(=O)(=O)N2CCCCC2C(=O)NCc2ccco2)cc1 (stereo not given)	1.1
COc1cccc(-n2nnc3c(=O)n(CC(=O)N4CCC(Cc5ccccc5)CC4)cnc32)c1	0.62
CN(C)c1cccc2c(S(=O)(=O)Nc3ccccn3)cccc12	-0.64
CCN(CCCNC(=O)C1CCCN(S(=O)(=O)CC)C1)c1cccc(C)c1 (stereo not given)	1.8
COc1ccccc1-c1nnc(SCC(=O)OC(C)C)o1	-0.77
CC(=O)CC1OC(=O)C(Br)=C1NCc1ccccc1 (stereo not given)	0.56
CCOC(=O)c1[nH]c(C)c(C(=O)OCC(=O)N(CC)C2CCS(=O)(=O)C2)c1C (stereo not given)	0.28
CSc1nnc(-c2sccc2OCc2ccc(C)cc2)n1C	-0.16
O=C(Nc1ccc(C(=O)N2CCCC2)cc1)c1ccccc1F	-0.35
O=C(c1cc2n(n1)C(C(F)(F)F)CC(c1ccco1)N2)N1CCN(c2ccccn2)CC1 (stereo not given)	-1
O=C(Nc1cccc2ccccc12)c1onc2c1CCCC2	-2.9
O=C(NCC(=O)N(Cc1ccccc1)C(C(=O)NC1CCCCC1)c1ccco1)c1ccco1 (stereo not given)	-1.2
COc1ccc(OCc2cccc(C(=O)N3CCCC3)c2)cc1	0.87
CC(=O)c1cccc(NC(=O)c2ccco2)c1	0.26
COc1ccc(N(CC(=O)NCCSc2ccccn2)S(C)(=O)=O)cc1Cl	1.8
CCN(c1ccccc1)S(=O)(=O)c1ccc(OCC(=O)Nc2cc(C)on2)cc1	-0.76
Cc1ccccc1-n1nnnc1SCC(N)=O	-0.04
COc1ccc(OC)c(NC(=O)C2CCN(S(=O)(=O)c3cccs3)CC2)c1	-0.31

Reprinted at random: two records from the list
SMILES	Cav3 T inh
CC(=O)c1cccc(NC(=O)c2ccco2)c1	0.26
O=C(Nc1cccc2ccccc12)c1onc2c1CCCC2	-2.9

(next part)
SMILES	Cav3 T inh
COc1ccccc1N1CCN(C(=O)CSc2nc3ccccc3[nH]2)CC1	0.036
CCOC(=O)CSC1=C(C#N)C(c2ccc(OC)cc2)C2=C(CC(C)(C)CC2=O)N1 (stereo not given)	-0.37
C=CCc1ccc(OCCOCCOc2ccc(C)cc2[N+](=O)[O-])c(OC)c1	-5.5*
CCOc1ccc(Cl)cc1/C=N/O	-1
COc1ccc(N(CC(=O)NCc2ccco2)S(C)(=O)=O)cc1	0.42
Cc1c(C(c2cccc([N+](=O)[O-])c2O)c2c(C)n(C)n(-c3ccccc3)c2=O)c(=O)n(-c2ccccc2)n1C	-0.13
COc1cc(CC(=O)Nc2sccc2C(N)=O)cc(OC)c1OC	0.62
O=C(CCC(=O)N(CC(=O)NC1CCCCC1)c1ccc2c(c1)OCO2)Nc1ccccn1	-5.7*
COc1cccc(Nc2nc(N)nc(C(F)(F)F)n2)c1	0.94
CC(=O)N1CCN(c2ccc(NC(=O)c3ccc(C)cc3)cc2)CC1	0.49
Cc1cc(N2CCOCC2)nc(NCc2ccccc2)n1	0.032
O=[N+]([O-])c1ccc(/C=N\N2CCN(c3ccc(Cl)cc3)CC2)cc1	-0.011

15 compounds from above, sorted by length of the SMILES, lowest first.
SMILES	Cav3 T inh
CCOc1ccc(Cl)cc1/C=N/O	-1
Cc1ccccc1-n1nnnc1SCC(N)=O	-0.04
CC(=O)c1cccc(NC(=O)c2ccco2)c1	0.26
COc1cccc(Nc2nc(N)nc(C(F)(F)F)n2)c1	0.94
COc1ccc(OCc2cccc(C(=O)N3CCCC3)c2)cc1	0.87
COc1cc(CC(=O)Nc2sccc2C(N)=O)cc(OC)c1OC	0.62
COc1ccc(N(CC(=O)NCc2ccco2)S(C)(=O)=O)cc1	0.42
COc1ccccc1N1CCN(C(=O)CSc2nc3ccccc3[nH]2)CC1	0.036
COc1ccc(N(CC(=O)NCCSc2ccccn2)S(C)(=O)=O)cc1Cl	1.8
C=CCc1ccc(OCCOCCOc2ccc(C)cc2[N+](=O)[O-])c(OC)c1	-5.5*
O=[N+]([O-])c1ccc(/C=N\N2CCN(c3ccc(Cl)cc3)CC2)cc1	-0.011
CCN(c1ccccc1)S(=O)(=O)c1ccc(OCC(=O)Nc2cc(C)on2)cc1	-0.76
O=C(CCC(=O)N(CC(=O)NC1CCCCC1)c1ccc2c(c1)OCO2)Nc1ccccn1	-5.7*
CCOC(=O)CSC1=C(C#N)C(c2ccc(OC)cc2)C2=C(CC(C)(C)CC2=O)N1 (stereo not given)	-0.37
Cc1c(C(c2cccc([N+](=O)[O-])c2O)c2c(C)n(C)n(-c3ccccc3)c2=O)c(=O)n(-c2ccccc2)n1C	-0.13

Additional entries follow:
SMILES	Cav3 T inh
O=C(c1cc2cc(Cl)cc(Cl)c2oc1=O)N1CCOCC1	1.4
CC(C)c1ccc2oc(=O)cc(CN3CCN(c4ccccc4)CC3)c2c1	-0.45
N=c1n(CCO)c2ccccc2n1CCOc1ccccc1	0.071
Cc1cccc(N2C(=O)CC(N3CCOCC3)C2=O)c1 (stereo not given)	0.16
COC(=O)[C@@H]1C[C@@]2(Br)c3ccccc3N(S(=O)(=O)c3ccccc3)[C@H]2N1C(=O)OC	1.7
Cc1ccccc1NC(=O)C1CCCN1C(=O)NC1CCCCC1 (stereo not given)	1.5
O=C(CCNS(=O)(=O)c1ccccc1C(F)(F)F)NCc1ccc2c(c1)OCO2	-0.22
COc1ccc(-c2nc(C3CCCCC3)no2)cc1OC	0.53
Cc1ccc(C)c(OCCn2cc(/C=C(\C#N)C(=O)NCc3cccs3)c3ccccc32)c1	-2.8
COc1ccccc1NC(=O)Cn1nc(-c2ccc(Cl)cc2)c2ccccc2c1=O	-4.7*
CCc1nnc(NC(=O)CSc2ncnc3scc(-c4ccc(C)cc4)c23)s1	0.2
CCCc1nc2scc(-c3ccccc3)c2c(=O)n1N	-0.43
COc1cc(/C=C/C(C)=O)cc(OC)c1OC	0.047
CCOC(=O)N1CCN(C(=O)c2ccc(S(=O)(=O)c3ccc(C)cc3)c(NC(C)=O)c2)CC1	1.2
O=C(Nc1ccc2c(c1)nc1n2CCN(C2CCCCC2)C1)NC1CCCCC1	-2.6
COc1cc(S(=O)(=O)NCCN2CCOCC2)c(OC)cc1Cl	-0.56
CCOC(=O)c1sc2nc(N3CCCC3)c3c(c2c1N)CC(C)(C)OC3	0.058
COc1ccc(/C(O)=C2/C(=O)C(=O)N(CC3CCCO3)C2c2cccc(OC)c2)cc1 (stereo not given)	2
O=C(Oc1cccc(Nc2ncnc3ccccc23)c1)c1ccccc1Cl	-5.4*
CCc1nnc(NC(=O)c2ccc(S(=O)(=O)N3CCN(Cc4ccccc4)CC3)cc2)s1	-0.63
Cc1ccc(S(=O)(=O)NC(CC(=O)NCC2CCCO2)c2ccco2)cc1 (stereo not given)	0.25
O=S(=O)(/N=C(/Nc1cccc2ccccc12)c1ccccc1)c1cccs1	-4.6*
C=CCNc1nc(N2CCOCC2)nc(N2CCOCC2)n1	1.6
Cc1noc(C)c1CSc1nc2[nH]ncc2c(=O)n1-c1ccccc1	-0.075
O=C1C(c2ccc(F)cc2)N(Cc2ccc3c(c2)OCO3)C(=O)CN1C1CCCC1 (stereo not given)	0.17
O=C(NC1=NCCS1)c1ccc(OCC2CCCO2)cc1 (stereo not given)	0.062
COc1cc(OC)nc(NC2OC(=O)c3ccccc32)n1 (stereo not given)	0.28
COc1ccc(OCCCC(=O)N2CCCc3ccccc32)cc1	-1.1
Cc1nc(N2CCN(S(=O)(=O)c3cccc4nonc34)CC2)c2c3c(sc2n1)CCCC3	-0.64
O=C(Cn1ccsc1=NC(=O)C(F)(F)F)c1ccccc1	-0.12
Cc1ccc(OCc2nc(C#N)c(NCc3ccco3)o2)cc1	-3.4
COC(=O)C1=C(N)OC2=C(C(=O)CCC2)C1c1cccs1 (stereo not given)	0.39
COc1cccc(C2N(c3ccc(Cl)cc3)C(=O)C3CCCN32)c1 (stereo not given)	0.0073
